# Screening results: PubChem BioAssay, National Center for Advancing Translational Sciences (NCATS)
# ALOX12 inh: ALOX12 (human) lipoxygenase inhibition; purified 12hLO, xylenol orange hydroperoxide absorbance; 580,000 tested, 1.1% active; Potency, µM (highest dose often 108 µM), for the others: at the top dose activity change, negative = inhibition, most hits filed as inhibitors; AID 1671190; P18054; also: % is scaled to controls: 0 for no effect and ±100 for the full control effect
#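 Hydroperoxide product was detected by ferrous iron/xylenol orange as the 573 to 405 nm absorbance ratio. Arachidonic acid at 40 uM (final) was turned over for 30 min at room temperature by 150 nM human 12hLO, pH 7.0 Hepes buffer, after 15 min compound preincubation.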
# TrxR1 substrate: rat thioredoxin reductase 1 substrate activity | O89049 | purified TrxR1 substrate turnover, NADPH consumption readout | Potency, µM (series often up to 114 µM), for the others: at the top dose activity change, negative = substrate turnover | 390,000 tested, 0.01% active | AID 588456; also: % is scaled to controls: 0 for no effect and ±100 for the full control effect; nearly all actives have a fitted effect of over 50% in size
# Target sequence (O89049 whole entry, looked up): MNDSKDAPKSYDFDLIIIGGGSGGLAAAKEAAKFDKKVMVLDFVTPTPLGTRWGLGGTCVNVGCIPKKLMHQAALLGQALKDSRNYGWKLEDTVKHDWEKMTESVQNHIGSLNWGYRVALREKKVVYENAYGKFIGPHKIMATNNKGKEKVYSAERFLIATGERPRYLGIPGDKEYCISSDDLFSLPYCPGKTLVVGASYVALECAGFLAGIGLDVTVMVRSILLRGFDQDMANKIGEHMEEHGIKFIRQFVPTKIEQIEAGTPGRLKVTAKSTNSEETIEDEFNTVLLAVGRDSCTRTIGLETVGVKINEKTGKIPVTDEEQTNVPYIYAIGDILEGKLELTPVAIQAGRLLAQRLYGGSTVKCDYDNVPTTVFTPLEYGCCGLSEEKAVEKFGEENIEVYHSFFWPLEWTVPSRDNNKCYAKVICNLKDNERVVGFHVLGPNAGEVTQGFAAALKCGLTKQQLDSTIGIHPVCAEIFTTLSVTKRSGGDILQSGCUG
#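 Rat TrxR1, dispensed at 90 nM, was prereduced with 400 uM NADPH (final) for 5 min at ~22 deg C, then incubated with compound 15 min before 400 uM selenite. A first-read NADPH fluorescence drop versus no-compound background flagged substrates.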
# RXFP1 agonist: RXFP1 (human) receptor agonism; Potency, µM (doses to about 57.5 µM), for the others: top-dose activation, hits mostly activators; Q9HBX9; HEK293T-RXFP1 cAMP TR-FRET, 30 min; response scale: percent of porcine relaxin response, buffer zero; 370,000 tested, 0.3% active; also: % is scaled to controls: 0 for no effect and ±100 for the full control effect; nearly all actives have a fitted effect of over 60% in size; many of its hits are not listed in these tables
#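 cAMP rise read by TR-FRET after 30 min, 37C compound exposure (up to 58 uM) in RXFP1-transfected HEK293 cells with Ro 20174 present. EC50 from Hill-equation fits, with 29 nM porcine relaxin as 100% and buffer as basal.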
# USP1-UAF1 inh: inhibitors of human USP1/UAF1 deubiquitinase; O94782; recombinant USP1/UAF1, Ub-Rhodamine cleavage fluorescence; Potency, µM (top dose mostly 57.1 µM), for the others: at the highest dose activity change, negative = inhibition, hits mostly inhibitors; 390,000 tested, 0.23% active; AID 743255; also: % is scaled to controls: 0 for no effect and ±100 for the full control effect; nearly all actives have a fitted effect of over 60% in size; inactives centre near -12
#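 Step one: compound is pinned into 1nM USP1/UAF1 in HEPES pH 7.8 buffer with TCEP. Step two: 15 min room-temperature incubation. Step three: Ub-Rho (150nM final) starts cleavage, tracked by fluorescence over six one-minute reads.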
# RGS4 inhibitor: blocks human RGS4-accelerated GTP hydrolysis; Transcreener GDP fluorescence polarization, RGS4-accelerated GTP hydrolysis; Potency, µM (top dose mostly 114 µM), without a hit: top-dose activity change, negative = inhibition, hits mostly inhibitors; 390,000 tested, 0.039% active; AID 504845; also: % is scaled to controls: 0 for no effect and ±100 for the full control effect; nearly all actives have a fitted effect of over 75% in size; some results filed as inactive show a strong effect at the top dose
# Target sequence (P49798 whole entry, looked up): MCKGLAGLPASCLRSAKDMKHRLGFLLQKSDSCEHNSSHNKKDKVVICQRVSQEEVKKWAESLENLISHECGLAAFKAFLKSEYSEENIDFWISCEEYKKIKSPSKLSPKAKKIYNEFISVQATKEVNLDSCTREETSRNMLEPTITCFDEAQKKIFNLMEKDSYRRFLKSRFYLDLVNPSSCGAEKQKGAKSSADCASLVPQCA
#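 MLSMR compounds (23 nl, pin-transferred) preincubated 10 min at room temperature with a 500nM (2x) first reagent, then RGS4 at 900nM (2x) plus Transcreener GDP mix added; fluorescence polarization (620/688 nm) read before and after 90 min at 30 °C.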
# Vif-A3G inh: inhibitors of Vif-APOBEC3G interaction. AID 602310. Potency, µM (series often up to 46.1 µM), for inactives: at the top dose activity, negative = active, usual class: inhibitors. 410,000 tested, 0.076% active. Q9HC16. HeLa A3G-eYFP + Vif (tagged APOBEC3G with the HIV-1 protein that degrades it), YFP fluorescence, overnight;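 also: % is scaled to controls: 0 for no effect and ±100 for the full control effect; nearly all actives have a fitted effect of over 60% in size; hits raise eYFP signal because A3G escapes Vif-driven loss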
# Target sequence (Q9HC16 whole entry, looked up): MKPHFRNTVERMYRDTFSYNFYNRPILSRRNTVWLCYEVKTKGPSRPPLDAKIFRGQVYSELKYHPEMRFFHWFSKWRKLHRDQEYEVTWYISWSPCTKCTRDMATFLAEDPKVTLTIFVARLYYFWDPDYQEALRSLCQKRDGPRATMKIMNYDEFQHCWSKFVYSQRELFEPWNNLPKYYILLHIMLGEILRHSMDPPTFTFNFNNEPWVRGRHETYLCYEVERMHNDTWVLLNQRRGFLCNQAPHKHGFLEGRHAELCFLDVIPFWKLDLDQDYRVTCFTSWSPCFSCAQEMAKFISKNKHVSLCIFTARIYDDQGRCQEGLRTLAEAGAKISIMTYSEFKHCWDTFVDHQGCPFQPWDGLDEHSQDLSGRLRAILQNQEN
#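 Read-out is eYFP fluorescence (Ex 488/Em 500-530) from Vif-expressing HeLa A3G-eYFP cells; more signal means A3G escaped Vif-mediated degradation. Cells plated overnight, compound pinned in, incubated overnight at 37 deg C.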
# Vif-APOBEC3F blk: inhibitors of Vif-A3F interaction; HeLa A3F-eYFP + Vif (tagged APOBEC3F with the HIV-1 protein that degrades it), YFP fluorescence increase; Potency, µM (top dose mostly 46.1 µM), without a hit: top-dose activity, negative = active; 390,000 tested, 0.2% active; AID 602313; also: % of control where 0% means no effect; nearly all actives have a fitted effect of over 65% in size
#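 Fluorescence increase (Ex 488/Em 500-530) after overnight compound treatment at 37 deg C flags inhibition of Vif-driven A3F-eYFP loss in stable HeLa A3F-eYFP/Vif cells seeded overnight beforehand.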
# IDH1 R132H inh: blocks human mutant IDH1 R132H enzyme; IDH1-R132H enzyme, NADPH consumption, diaphorase/resazurin fluorescence; Potency, µM (highest dose often 76.6 µM), for inactives: top-dose activity change, negative = inhibition, usual class: inhibitors; 390,000 tested, 0.093% active; O75874; also: % is scaled to controls: 0 for no effect and ±100 for the full control effect; nearly all actives have a fitted effect of over 65% in size
#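 IDH1-R132H (0.5 ug/mL dispensed) in pH 7.5 Tris buffer was preincubated 30 min with compound, then given a substrate mix of 0.016 mM NADPH and 2 mM alpha-KG for 80 min at room temperature; remaining NADPH was read by diaphorase/resazurin fluorescence.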
# TrxR1 inh: inhibitors of rat thioredoxin reductase 1; O89049; recombinant rTrxR1, NADPH fluorescence consumption, selenite substrate; Potency, µM (top dose mostly 114 µM), without a hit: at the highest dose activity change, negative = inhibition, most hits filed as inhibitors; 390,000 tested, 1% active; also: % is scaled to controls: 0 for no effect and ±100 for the full control effect; nearly all actives have a fitted effect of over 65% in size
#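 Rat TrxR1 (90 nM in the dispensed reagent) was pre-reduced with 400 uM NADPH for 5 min at room temperature, then incubated with compound for 15 min. After 400 uM selenite was added, NADPH fluorescence (Ex 340/Em 450 nm) was followed for 8 min.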
# Starred values were filed as active, the others as inactive; ? = inconclusive; · = no result given; & = joins results of further samples; [ ] = another dose, or the depositor's remark. Calls follow the shape of the dose curve; as a rule, active = well fitted curve in the direction sought with a large enough effect; inconclusive = small, poorly fitted or top-dose-only effect, or another doubt; inactive = no such curve, though single readings can be large; an effect the other way counts as inactive or inconclusive. Potency is read from the fitted curve at half-maximal effect. A portion of the library, so the mix of outcomes need not match the whole.
SMILES,ALOX12 inh,TrxR1 substrate,RXFP1 agonist,USP1-UAF1 inh,RGS4 inhibitor,Vif-A3G inh,Vif-APOBEC3F blk,IDH1 R132H inh,TrxR1 inh
CC1=NC(=O)C(N=Nc2cccc(O)c2)N1c1ccccc1 (stereo not given),?,1%,2.0%,-9%,-25%,0%,-18%,4%,12%
COc1ccc(-c2onc(C)c2C)cc1S(=O)(=O)NCC(C)c1ccccc1 (stereo not given),?,7%[57.1 µM],1.4%,-3%,7%,2%,2%,-5%,15%[57.1 µM]
CCOc1cc(C2Nc3cccc4cccc(c34)N2)ccc1O,·,3%,-1.1%,?,?,0%,-5%,14%,25µM*
COc1cc(-c2c(C#N)c(=O)[nH]c3c2c(C)nn3-c2ccccc2)ccc1O,-6%,8%,2.8%,-17%,14%,-2%,2%,-9%,0%
S=C(NCCN1CCOCC1)N/N=C/c1ccccc1,0%,-8%,0.7%,-12%,-24%,-6%,2%,0%,-8%
CC(=O)c1cccc(N(CC(=O)NC2CCCCC2)C(=O)c2csnn2)c1,22%,2%,-1.9%,-18%,0%,1%,0%,-7%,16%
OCC1(CC2CCCCO2)CCN(Cc2nc3ccccc3[nH]2)CC1 (stereo not given),1%,1%,0.3%,5%,-12%,2%,-20%,-1%,6%
CCOc1ccc(NC(=O)Cn2c(=O)n(CCCCC(=O)NCc3ccc4c(c3)OCO4)c(=O)c3ccccc32)cc1,0%,4%,0.4%,?,3%,?,-19%,-2%,15%
Cc1ccc(Cn2c(CCC(=O)O)nc3ncccc3c2=O)cc1,0%,8%[57.1 µM],?,?,10%,2%,-4%,3%,14%
COc1ccccc1NC(=O)C1CCN(c2cnccn2)CC1,-11%,-4%,9.6%,?,8%,6%,4%,6%,4%
Cc1cccc(C)c1OCc1nc2c3c(-c4ccccc4)c(-c4ccccc4)oc3ncn2n1,-18%,3%,1.8%,-3%,7%,-7%,2%,-7%,10%
COCCOC(=O)C1=C(C)NC(=O)NC1c1cn(-c2ccccc2)nc1-c1cccs1 (stereo not given),7%,-2%,-0.1%,-10%,30%,-1%,1%,-2%,4%
CCOc1cc(/C=C2/C(=N)N3C(=NC2=O)SN=C3S(C)(=O)=O)ccc1OS(=O)(=O)c1ccccc1,·,-8%,4.3%,-21%,-32%,-2%,6%,-15%,-4%
COC(=O)c1ccccc1N/C=C/C(=O)c1ccc(Br)cc1,1%,3%,-0.4%,-10%,9%,2%,10%,4%,7%
CCN(CC)c1ncnc2c1cnn2Cc1ccc(Cl)cc1,-1%,4%[57.1 µM],-1.5%,-16%,-3%,-14%,-10%,4%,14%
CCCn1c(SCC(=O)c2[nH]c(C)c(C(C)=O)c2C)n[nH]c1=O,0%,-2%[0.0914 µM],12%,-17%,9%,-6%,-9%,7%,20%
COc1ccc(-c2cc(C(=O)Nc3ccc4c(c3)OCO4)no2)cc1OC,-42%&-2%,4%[57.1 µM],0.8%&0.1%,?,-2%&6%,0%&2%,5%&-2%,-3%&-6%,7%[57.1 µM]
Cc1ccc(OCc2cc(C(=O)N3CCCC(O)C3)no2)cn1 (stereo not given),7%,-10%,-0.7%,-24%,26%,1%,-2%,0%,-21%
COc1cc(Br)c(/C=C(\C#N)c2nc3ccccc3[nH]2)cc1OC,?,1%,9.9%,18%,-12%,-23%,25µM*,-24%,-4%
COc1ccc(Cc2nc3ccc(C(=O)NCC4COCCO4)cc3o2)cc1 (stereo not given),18%,4%,3.6%,-1%,17%,0%,-10%,5%,21%
Cc1cc(C)nc(SCc2ccc(C(=O)N/N=C/c3ccncc3)cc2)n1,58%[activator],-9%,-0.2%,-6%,-3%,2%,-2%,-6%,?
Cc1nc(NCC2CCCO2)nc2c1C(=O)CC(C)(C)C2 (stereo not given),0%,-7%,-0.4%,1%,37%,1%,0%,10%,15%
CCc1ccccc1NC(=O)CCCSc1nc2ccccc2s1,-6%,-2%,0.1%,-11%,0%,-4%,0%,6%,16%
CCCCn1c(N)c(N(CC(C)C)C(=O)c2cccc(S(=O)(=O)N(C)c3ccc(C)cc3)c2)c(=O)[nH]c1=O,-10%,8%,0.1%,-22%,-6%,-1%,1%,-3%,18%
Cc1ccc(C(=O)N/N=C\c2ccc([N+](=O)[O-])o2)cn1,148%[activator],-19%,4.3%,-25%,13%,-10%,7%,8%,?
O=C/C=C/c1c(-c2ccccc2)cc2oc3ccccc3cc1-2,?,-5%,2.1%,?,?,?,0%,0%,45µM*
Cc1c(Nc2cc(N3CCCC(C)C3)c3nonc3c2[N+](=O)[O-])c(=O)n(-c2ccccc2)n1C (stereo not given),0%,-12%,1.2%,-1%,?,1%,2%,5%,-14%
CCn1c(Cc2ccccc2)nnc1SCC(=O)N1CCCC1=O,0%,-5%,-3.9%,-20%,8%,1%,0%,3%,1%
CCOC(=O)c1ccc(S(=O)(=O)N2CCN(CC(O)COc3cccc(C(C)=O)c3)CC2)cc1 (stereo not given),-69%,16%,-2.6%,-21%,-11%,1%,-7%,9%,25%
CCOc1cc2nc3c4ccccc4n(C)c3nc2cc1OCC,-18%,5%,-1.1%,-16%,-8%,0%,-5%,22%,-4%
CC(NC(=O)c1ccc(CS(C)(=O)=O)cc1)C1CC2CCC1C2 (stereo not given),-1%,11%[57.1 µM],3.5%,-5%,11%,-7%,-8%,6%,41%[57.1 µM]
COc1ccc(-n2c(=O)c3ccc(C(=O)NCc4ccc(C)cc4)cc3n(Cc3ccc(Cl)cc3)c2=O)cc1,-31%,6%,3.8%,-16%,-10%,-4%,3%,-6%,19%
CCc1c(C)nc2cc(-c3ccc(OC)c(OC)c3)nn2c1N1CCCC1,-10%,5%,12%,-19%,-17%,-9%,-18%,4%,11%
CCc1c(C2(O)CCCCC2)[nH]c2cnccc12,9%,77%[activator][57.1 µM],-1.0%,19%,13%,1%,2%,-5%,21%[57.1 µM]
Cn1c(N)c(C(=O)CSc2nnc(C3CC3)n2N)c(=O)n(C)c1=O,-3%,2%,16%,-13%,-28%,0%,-2%,1%,20%
CCCCn1c(CCC(=O)O)ccc1-c1cccs1,?,14%,0.3%,-9%,-41%,-4%,1%,-11%,35µM*

# Already shown: four of the compounds above.
SMILES,ALOX12 inh,TrxR1 substrate,RXFP1 agonist,USP1-UAF1 inh,RGS4 inhibitor,Vif-A3G inh,Vif-APOBEC3F blk,IDH1 R132H inh,TrxR1 inh
Cc1ccc(C(=O)N/N=C\c2ccc([N+](=O)[O-])o2)cn1,148%[activator],-19%,4.3%,-25%,13%,-10%,7%,8%,?
O=C/C=C/c1c(-c2ccccc2)cc2oc3ccccc3cc1-2,?,-5%,2.1%,?,?,?,0%,0%,45µM*
Cc1c(Nc2cc(N3CCCC(C)C3)c3nonc3c2[N+](=O)[O-])c(=O)n(-c2ccccc2)n1C (stereo not given),0%,-12%,1.2%,-1%,?,1%,2%,5%,-14%
CCn1c(Cc2ccccc2)nnc1SCC(=O)N1CCCC1=O,0%,-5%,-3.9%,-20%,8%,1%,0%,3%,1%

# Continued:
SMILES,ALOX12 inh,TrxR1 substrate,RXFP1 agonist,USP1-UAF1 inh,RGS4 inhibitor,Vif-A3G inh,Vif-APOBEC3F blk,IDH1 R132H inh,TrxR1 inh
CC(=O)N1CCc2cc(S(=O)(=O)C(C)CC(=O)NCc3ccc(C)o3)ccc21 (stereo not given),9%,-8%[57.1 µM],8.3%,-12%,-15%[56.9 µM],2%,-5%,2%,11%[57.1 µM]
CSC1=NCCN1C(=O)C(C)Oc1ccccc1 (stereo not given),-4%,5%,0.0%,?,-32%,5%,-4%,10%,16%
COc1ccc(S(=O)(=O)N(C)c2ccc(C(=O)NCC3CCCO3)cc2)cc1OC (stereo not given),62%[activator],6%[57.1 µM],-1.5%,-19%,-13%,-4%,-33%,1%,8%[57.1 µM]
Cc1ccc(S(=O)(=O)N2CCC(=O)N(C(COCc3ccc(C(F)(F)F)cc3)C(C)C)CC2)cc1 (stereo not given),·,-4%,1.9%,-32%,-25%,0%,-15%,1%[38.3 µM],2%
CCOc1ccc(NC(=O)c2cccnc2SC)cc1,3%,5%,-0.1%,-7%,-3%,-3%,3%,20%,15%[57.1 µM]
Cc1ccc(C(=O)Oc2coc(CSc3nnc(NC(=O)c4cccs4)s3)cc2=O)cc1,-24%,5%,4.3%,-19%,-42%,-9%,1%,7%,-5%
CCOC(=O)/C(=N\Nc1ccccc1Cl)N1CC(C)OC(C)C1 (stereo not given),?,2%,1.6%,-30%,1%,-3%,-14%,0%,15%
N#CC(Cc1cc2ccccc2n1S(=O)(=O)c1ccccc1)OCc1ccccc1 (stereo not given),-23%,4%,·,-30%,-22%,3%,3%,7%,21%
Cc1cc(C)n2nc(C(=O)N/N=C/c3cn(C)nc3C)nc2n1,387%[activator],-4%,6.3%,-13%,11%,2%,-2%,2%,23%
O=C(Nc1ccccc1)Nc1csc2ccccc12,?,2%[57.1 µM],2.0%,-26%,-5%,-6%,-8%,20%,14%[57.1 µM]
CN(C)c1cc(NC(=O)CNC(C)(C)C)c2ccccc2n1,-6%,10%,-1.1%,-9%,20%,2%,-7%,-15%,9%
